Compound activity: PubChem BioAssay, National Center for Advancing Translational Sciences (NCATS)
KDM5B inh – Primary screen for KDM5B Histone Demethylases FDH-coupled qHTS. Lysine-specific demethylase 5B (Homo sapiens), Q9UGL1. AID 1347165, 2019. KDM5B demethylase, FDH-coupled NADH fluorescence (FDH is formaldehyde dehydrogenase). 2.6% of 220,000 active. Potency, µM (highest dose often 57.7 µM), for inactives: top-dose activity change, negative = inhibition, most hits filed as inhibitors; active means well fitted inhibition curve with a large enough effect; inconclusive means small, poorly fitted or top-dose-only effect; inactive means no such curve, though single readings can be large or run the other way; further: 0% is about no effect; nearly all actives have a fitted effect of over 70% in size
Target sequence (Q9UGL1 whole entry, looked up): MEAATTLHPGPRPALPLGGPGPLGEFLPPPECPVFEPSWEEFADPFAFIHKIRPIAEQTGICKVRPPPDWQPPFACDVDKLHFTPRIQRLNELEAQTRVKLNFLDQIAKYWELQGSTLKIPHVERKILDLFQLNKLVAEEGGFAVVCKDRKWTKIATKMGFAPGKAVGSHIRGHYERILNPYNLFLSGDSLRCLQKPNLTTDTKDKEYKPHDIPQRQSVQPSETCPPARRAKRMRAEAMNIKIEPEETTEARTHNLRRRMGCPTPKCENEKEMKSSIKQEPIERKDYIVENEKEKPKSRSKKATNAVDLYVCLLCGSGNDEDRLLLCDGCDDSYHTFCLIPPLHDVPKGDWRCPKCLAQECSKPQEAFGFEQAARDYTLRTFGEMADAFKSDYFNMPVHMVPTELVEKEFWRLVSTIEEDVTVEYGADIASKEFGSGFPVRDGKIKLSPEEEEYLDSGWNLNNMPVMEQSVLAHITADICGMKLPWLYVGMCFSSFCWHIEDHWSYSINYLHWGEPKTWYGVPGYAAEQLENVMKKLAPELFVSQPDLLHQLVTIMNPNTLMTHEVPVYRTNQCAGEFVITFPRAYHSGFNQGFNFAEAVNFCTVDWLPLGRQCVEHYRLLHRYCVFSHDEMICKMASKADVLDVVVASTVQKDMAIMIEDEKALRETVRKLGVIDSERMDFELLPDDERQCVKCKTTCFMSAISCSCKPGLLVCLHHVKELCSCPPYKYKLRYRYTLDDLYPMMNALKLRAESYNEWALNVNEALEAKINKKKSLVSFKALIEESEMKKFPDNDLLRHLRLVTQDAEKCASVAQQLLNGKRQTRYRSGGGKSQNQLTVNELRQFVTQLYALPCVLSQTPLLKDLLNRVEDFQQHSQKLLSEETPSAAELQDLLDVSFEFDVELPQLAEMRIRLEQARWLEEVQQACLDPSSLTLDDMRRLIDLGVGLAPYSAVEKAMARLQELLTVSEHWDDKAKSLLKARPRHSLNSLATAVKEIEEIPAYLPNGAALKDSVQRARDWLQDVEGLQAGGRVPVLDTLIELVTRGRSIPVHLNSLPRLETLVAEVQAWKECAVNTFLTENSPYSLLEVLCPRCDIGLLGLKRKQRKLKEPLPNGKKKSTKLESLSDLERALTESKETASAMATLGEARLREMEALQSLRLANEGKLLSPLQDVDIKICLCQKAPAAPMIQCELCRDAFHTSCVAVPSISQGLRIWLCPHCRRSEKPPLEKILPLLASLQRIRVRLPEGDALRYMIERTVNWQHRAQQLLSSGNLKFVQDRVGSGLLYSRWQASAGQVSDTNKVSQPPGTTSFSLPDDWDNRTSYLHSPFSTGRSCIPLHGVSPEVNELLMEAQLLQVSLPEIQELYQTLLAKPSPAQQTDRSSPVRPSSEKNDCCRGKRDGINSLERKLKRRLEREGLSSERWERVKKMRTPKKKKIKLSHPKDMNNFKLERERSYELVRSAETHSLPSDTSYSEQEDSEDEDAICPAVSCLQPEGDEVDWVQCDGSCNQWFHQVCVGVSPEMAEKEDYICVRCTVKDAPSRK
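KDM5BΔAP (200 nM final) in 50 mM HEPES pH 7.5, 0.01% Tween-20 was preincubated 10 min at RT with compound over a concentration range. Substrate mix (H3K4me3 12.5 µM, α-KG 25 µM, Fe²⁺, ascorbate, NAD⁺, FDH) was added, and NADH fluorescence change over 30 min gave dose-response curves.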
* hit, by the source's call; ? = inconclusive; & = joins results of further samples; [ ] = dose if it differs, or a comment. Potency means the concentration at half of the fitted maximal effect.

| KDM5B inh | structure |
| --- | --- |
| 20% | Cc1ccc(C(=O)/C=C/c2ccc3c(c2)OCCO3)c(O)c1 |
| 10% | CC(=O)c1c(Nc2ccc(Cl)cc2)oc(C)cc1=O |
| 8% | COc1ccc(OC)c(NC(=O)C(=O)NNC(=O)C23CC4CC(CC(C4)C2)C3)c1 |
| 20% | CN(CC(=O)NC1CCCC1)Cc1cccc(C#N)c1 |
| 12% | Cn1c(=O)c2c(nc(SCC(=O)NC(c3ccccc3)c3ccccc3)n2C)n(C)c1=O |
| -20% | COc1ccc(-c2cc(=O)oc(-c3cccc(C)c3)n2)cc1 |
| -4% | O=C(Cn1c(=O)[nH]c2ccccc2c1=O)N1CCCCCC1 |
| 11% | O=C(c1ccc2c(c1)OCO2)N1CCC(c2nc3c(nnn3Cc3cccc(Cl)c3)c(=O)[nH]2)CC1 |
| -20% | COc1ccc(N(CC(=O)NC2CCCCC2)C(=O)CCCC(=O)Nc2ccccn2)cc1 |
| -25%[115 µM] | Cc1ccc([S+](=O)([O-])c2nnn3c2nc(NC2CC2)c2ccccc23)cc1 |
| 25% | O=S(=O)(c1ccc(C(F)(F)F)cc1)N1CC(c2nc(-c3ccncc3)no2)C1 |
| -6% | Cc1c(-c2ccc(Cl)cc2)nc2ccccc2c1C(=O)NC1CCCCCCC1 |
| ? | Cc1ccc(-n2cc3c(c2-c2ccccc2)c(=O)n(C)c(=O)n3C)c(C)c1 |
| 19% | O=C(Nc1ccccc1C(=O)N1CCOCC1)C1CC(=O)N(c2ccc(F)cc2)C1 (centres undefined) |
| -3% | O=C(O)C(Sc1nc(-c2ccccc2)cc(C(F)(F)F)n1)c1ccccc1 (centres undefined) |
| ? | COc1ccc2c(COC(=O)c3ccccc3C)cc(=O)oc2c1 |
| ? | CC(=O)c1cccc(NC(=O)C2CCN(c3nc4ccccc4nc3OC(C)C)CC2)c1 |
| -26% | COCCc1noc(C2Cc3ccccc3N2C(=O)Nc2cc(OC)cc(OC)c2)n1 (centres undefined) |
| 4% | COc1ccc(C(=O)N2CCn3c(nnc3[C@@H]3C[C@@H](O)CN3Cc3ccccc3)C2)cc1 |
| -23% | CCC1(C(=O)NCc2ccc(C(C)C)cc2)CCCCC(=O)N1 (centres undefined) |

Some of the entries so far, with bars between the fields.
smiles | KDM5B inh
O=C(c1ccc2c(c1)OCO2)N1CCC(c2nc3c(nnn3Cc3cccc(Cl)c3)c(=O)[nH]2)CC1 | 11%
COc1ccc(N(CC(=O)NC2CCCCC2)C(=O)CCCC(=O)Nc2ccccn2)cc1 | -20%
Cc1c(-c2ccc(Cl)cc2)nc2ccccc2c1C(=O)NC1CCCCCCC1 | -6%
Cc1ccc(C(=O)/C=C/c2ccc3c(c2)OCCO3)c(O)c1 | 20%
COc1ccc(C(=O)N2CCn3c(nnc3[C@@H]3C[C@@H](O)CN3Cc3ccccc3)C2)cc1 | 4%

The list continues.
| KDM5B inh | structure |
| --- | --- |
| 23% | COCc1cccc(C(=O)O)c1 |
| ? | COc1ccc(-c2ccc(CCC(=O)O)n2-c2ccc(Cl)cc2C)cc1 |
| ? | COc1ccc(NC(=O)N2C[C@@H]3C[C@H](C2)c2ccc(NS(=O)(=O)c4ccc(NC(C)=O)cc4)c(=O)n2C3)cc1 |
| 5% | CNC(=O)Cn1ccc2cc(S(=O)(=O)N3CCCCC3)ccc21 |
| 15% | O=C(Nc1cccc(Cl)c1)N1CCN(c2cc(=O)n3nc(-c4ccco4)sc3n2)CC1 |
| 10% | COCC(=O)NCC1c2cc(OC)c(OC)cc2CCN1C(=O)Nc1cccc(F)c1 (centres undefined) |
| -18% | COc1ccccc1CNC(=O)CCc1c(C)nc2cc(-c3ccc(Cl)cc3)nn2c1C |
| ? | CC(C)CN(CCCNC(=O)c1cc(-c2cccs2)nc2ccccc12)CC(C)C |
| -14% | COc1cccc(N2CCN(C(=O)CCCn3c(=O)[nH]c4ccc(Br)cc4c3=O)CC2)c1 |
| ? | CC(=O)Oc1ccc(C(=O)O)c(OC(C)=O)c1 |
| -6% | Cn1c(=O)[nH]c(=O)c2c1nc(SCc1ccc(F)cc1)n2CCCc1ccccc1 |
| 10% | NC(=O)c1nn(CC(=O)Nc2cccc(S(=O)(=O)N3CCCC3)c2)c(=O)c2ccccc12 |
| -16% | CC(CNC(=O)Cn1ncc2ccccc2c1=O)c1ccccc1 (centres undefined) |
| 5% | CCN(CC)C(=O)c1sc2c(c1C)c(=O)n(Cc1ccccc1)c(=O)n2Cc1c(C)cc(C)cc1C |
| -8%[86.2 µM] | CC(C)Cn1c(CNC(=O)OC(C)(C)C)nc2cccnc21 |
| ? | COc1cccc(C2CCCN2Cc2cc(=O)oc3c(C)c(O)ccc23)c1 (centres undefined) |
| 17% | O=C(Nc1nc2ccccc2[nH]1)c1ccc[n+]([O-])c1 |
| ? | O=C(Nc1cccc2cccnc12)c1ccc(-c2cccc(Cl)c2)o1 |
| -20% | Cc1ccc(NC(=O)Cn2c(C)cc3nc4n(c(=O)c32)CCC4)cc1Cl |
| -7% | COc1ccc(-n2nnnc2C2CCN(S(=O)(=O)c3ccc(NC(C)=O)cc3)CC2)cc1 |

New compounds follow.
| KDM5B inh | structure |
| --- | --- |
| ? | COc1ccc(/C=C/C(=O)NCC(c2ccc(F)cc2)N2CCOCC2)cc1OC (centres undefined) |
| 6% | O=C(CCOc1ccccc1)Nc1ccnn1C1CCN(Cc2ccc(CO)o2)CC1 |
| 13% | CCOc1cc(=O)n2c(c1C(=O)Nc1ccc(F)c(F)c1)CCCC2 |
| 18% | CC(C)C12CN3CC(C(C)C)(CN(C1)C3c1c[nH]c3ccccc13)C2=O (centres undefined) |
| -23% | Cc1nnc(SCC(=O)NCc2cccc(F)c2)c2nn(-c3ccccc3)c(C)c12 |
| 4% | CC1Oc2ccc(NC(=O)c3c(F)cccc3F)cc2CN(Cc2ccccc2F)C1=O (centres undefined) |
| 17%[115 µM] | COCc1cc(C[C@@H]2CC[C@H](O)[C@@H](CN(C)C)O2)no1 |
| 2% | CCC(C)NC(=O)C1CC(c2ccccc2)CN(C(=O)NCc2ccccc2)C1 (centres undefined) |
| 28% | COCCNc1ccc(-c2nn(C)c(=O)c3ccccc23)cc1[N+](=O)[O-] |
| 32µM* | COc1cc(F)ccc1-c1ccc2ncn(C3CC3)c(=O)c2n1 |
| -6% | COc1cc(Cl)c(NC(=O)CN2C(=O)c3cccnc3Sc3ccccc32)c(OC)c1 |
| -10% | COc1ccc(-c2nc(-c3nnn4c3COC(c3ccc(OC)cc3)C4)no2)cc1 (centres undefined) |
| -9% | CCc1ccccc1N(C)C(=O)c1cn(CC(C)C)c(=O)c2cc(OC)c(OC)cc12 |
| 14% | CC(C)c1nn(-c2cc(C(F)(F)F)ccn2)c(=O)o1 |
| -30% | CN(C)C1CCN(c2ncc(C(C)(C)C(=O)O)c(N3CCOCC3)n2)C1 (centres undefined) |
| ? | O=C(O)Cn1nc(N2CCN(c3ccc(F)cc3)CC2)ccc1=O |
| ? | COc1ccccc1-c1nc(C(=O)N2CCCC2)n2ccncc12 |
| ? | Cc1ccc(N(C(=O)COc2ccccc2C)S(=O)(=O)c2ccc(Cl)cc2)cc1 |
| -23% | Cc1cccc(C(=O)NCC23CCC=C2N(C)C(=O)CC3)c1 (centres undefined) |
| -6% | CCOc1ccc(/C=C2\NC(=S)NC2=O)cc1 |

Sorted by formula weight (smallest number first): part of the list above.
| KDM5B inh | structure |
| --- | --- |
| 14% | CC(C)c1nn(-c2cc(C(F)(F)F)ccn2)c(=O)o1 |
| -23% | Cc1nnc(SCC(=O)NCc2cccc(F)c2)c2nn(-c3ccccc3)c(C)c12 |
| 4% | CC1Oc2ccc(NC(=O)c3c(F)cccc3F)cc2CN(Cc2ccccc2F)C1=O (centres undefined) |

(cont.)
| KDM5B inh | structure |
| --- | --- |
| -23%[86.2 µM] | COCC(=O)NC[C@H]1O[C@H](Cc2cc(CN3CCNCC3)on2)CC[C@@H]1O |
| ? | Cc1c(C)c2ccc(OCC(=O)OC(C)(C)C)c(C)c2oc1=O |
| 6% | O=C(NC1CCCCC1)C1CC(c2ccc(F)cc2)=NO1 (centres undefined) |
| -5%[86.2 µM] | O=C(NC[C@H]1OC[C@@H](NCc2ccccc2O)[C@@H]1O)c1ccc(F)cc1 |
| 0% | Cc1ccc(S(=O)(=O)N2CCc3nc(N(C)Cc4cccnc4)[nH]c(=O)c3CC2)cc1 |
| 17% | COCCN1C(=O)c2ccccc2C(C(=O)NC(C)C)C12CCCCC2 (centres undefined) |
| 14% | Cc1ncsc1CN1CCC(N2C(=O)C(OCC3CC3)C23CCCCC3)CC1 (centres undefined) |
| 2% | CC(C)Sc1ncc(Cl)c(C(=O)Nc2nc3ccc(S(C)(=O)=O)cc3s2)n1 |
| 16µM* | N#Cc1cccc(NC(=S)O[C@@H]2CO[C@H]3[C@@H]2OC[C@@H]3n2nnnc2SCc2ccco2)c1 |
| -4% | O=C(O)C1(Oc2ccc3ccccc3c2)CCN(Cc2ccc(CO)o2)CC1 |
| 6%[115 µM] | COc1cccc(N2C(=O)NC(=NC3CCCCC3)C23CCN([S+](=O)([O-])c2cccs2)C3)c1 (centres undefined) |
| -6% | Cc1noc(C)c1-c1ccc(S(=O)(=O)N[C@@H]2[C@@H](N)[C@H]3CCO[C@H]32)s1 |
| 31%[activator] | CC(C)NC(=O)N1CCC[C@@H](O)[C@H](NC(=O)c2ccc(OCCN3CCOCC3)cc2)C1 |
| -11% | CNC(=O)NC(=O)CN1CCCC(c2nc3ccccc3o2)C1 (centres undefined) |
| -17% | CCc1ccccc1NC(=O)CSc1nc(C)c(C(=O)Nc2ccccc2)c(-c2ccc(Cl)cc2)c1C#N |
| 6% | Cc1ccc(NC(=O)Cn2c(=O)n(CCc3ccccc3)c(=O)c3c4c(sc32)CCCC4)cc1C |
| -2% | Cc1ccc(O)c(-c2n[nH]c3c2C(c2ccc(F)cc2)N(Cc2ccco2)C3=O)c1 (centres undefined) |
| ? | Cc1nnc([C@H]2CCN(Cc3cc4ccccc4o3)C2)o1 |
| 1% | O=C(CSC1=NCCS1)c1ccc2c(c1)OCCO2 |
| -13% | Fc1ccc(N/N=C/c2cccc(/C=N/Nc3ccc(F)cc3F)c2)c(F)c1 |

Continued:
| KDM5B inh | structure |
| --- | --- |
| -24% | COc1ccc(NC(=O)c2ccco2)cc1NC(=O)C(C)(C)Oc1ccc(Cl)cc1 |
| -22%[86.2 µM] | O=C(NCC1CN(CC2CC2)CC12CN(c1ccccc1)C2)c1ccccc1 (centres undefined) |
| -3% | CCCCCC(=O)Nc1nc2c(s1)C[C@@H]1[C@](C)(CO)[C@H](O)CC[C@@]1(C)[C@@H]2CC(=O)NC1CCCCC1 |
| -16% | CCn1c(SCC(=O)c2ccccc2)nnc1-c1cccc(Cl)c1 |
| ? | COc1ccc(CCNC(=O)c2ccc(-n3c(C)cc4c3CCC(C)C4)cc2)cc1OC (centres undefined) |
| 16% | COc1cc(OC)cc(C(=O)N2CCC3(CC2)N=C(c2ccccc2)NO3)c1 |
| -10% | COc1ccc2ccccc2c1/C=N/NC(=O)c1cccc(C)c1 |
| 6% | Cc1ccc(NC(=O)CN(C)S(=O)(=O)c2ccc3c(c2)n(C)c(=O)c(=O)n3C)cc1F |
| -10% | CN(CCCc1ccccc1)CC(=O)NC(N)=O |
| -12% | CCOC(=O)c1ccccc1NC(=O)CSc1nccn1Cc1ccco1 |
| 7.9µM* | Cc1nn2c(c1-c1ccccc1N1CCCC1)N(C(=O)c1ccn(C)n1)CCC2 |
| 26% | Cc1oc2c(c(C)cc3oc(=O)c(CC(=O)NCc4ccc(F)cc4)c(C)c32)c1C |
| -5% | CCCSc1ncc(Cl)c(C(=O)Nc2ccccc2C)n1 |
| 3% | CN1C(=O)CC(C(=O)O)C12CCN(Cc1cnc(CC3CCCC3)[nH]1)CC2 (centres undefined) |
| -8% | Cc1cc(C)c(NC(=O)Cn2nnc(-c3nc(-c4ccc(F)cc4)no3)c2N)c(C)c1 |
| 2% | O=[N+]([O-])c1cccnc1S(=O)(=O)c1ccccc1 |
| -21% | CCOc1ccc(NC(=O)C2CCCN(S(=O)(=O)c3c(C)noc3/C=C/N(C)C)C2)cc1 (centres undefined) |
| -18%&22% | Cc1ccccc1Oc1nc(-c2ccccn2)nc2ccccc12 |
| -9% | O=C(CSc1ncnc2nc[nH]c12)NCc1ccc(Cl)cc1 |
| 16% | O=C1CSc2ccc(C(=O)NCCc3ccccc3)cc2N1 |

(more compounds)
| KDM5B inh | structure |
| --- | --- |
| 20% | O=C(O)c1cc(Cl)c(Cl)cc1C(=O)O |
| ? | N#Cc1nc(-c2ccccc2F)oc1NCc1ccccc1 |
| -3% | CCOc1cccc(CN2CCC([C@@H]3CNC[C@H]3CO)CC2)c1 |
| -11% | COc1ccc(C2(CCN=Cc3ccc(N(C)C)cc3)CCOC(C)(C)C2)cc1 (centres undefined) |
| 11%[86.2 µM] | COCCNC(=O)C[C@@H]1C[C@H]2O[C@H](CNC(=O)NC3CCC3)[C@@H](O)[C@H]2O1 |
| 4% | CC(NC(=O)CC12CC3CC(CC(C3)C1)C2)c1ccncc1 (centres undefined) |
| 0%[86.2 µM] | COc1ccc(CN2CCc3ncc(C(=O)NCc4ccc5c(c4)OCO5)n3CC2)cn1 |
| 8%[86.2 µM] | Cc1ccc2c(c1)N1C(=O)OC[C@@H]1CCN(S(C)(=O)=O)C2 |
| 5% | Cc1nn(CC(=O)NCc2ccccc2Cl)c(=O)c2nn(-c3ccccc3)c(C)c12 |
| ? | CCN(C(=O)COc1ccc2ccc(=O)oc2c1)C1CCCCC1 |
| ? | CCn1c(=O)c(C(=O)NNC(=O)c2ccccc2F)c(O)c2ccccc21 |
| 33%[activator] | CNC(=O)NNC(=O)c1onc(-c2c(Cl)cccc2Cl)c1C(=O)OC |

An excerpt (hit frequency here may not be typical).
